# High-throughput results deposited in PubChem BioAssay by several laboratories.
# eLon inh: inhibitors of E. coli Lon protease; inhibition, % at 7.94 µM; 360,000 tested, 0.42% active; P0A9M0; purified E. coli Lon protease, fluorescence polarization; in the data active = inhibition above about 13%, passing the limit was not always enough;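 also: 0% = enzyme with probe and DMSO and 100% = no enzyme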
# FAS-TE inh: inhibitors of human fatty acid synthase thioesterase domain; recombinant FAS-TE, OMFH fluorogenic substrate, fluorescence endpoint; inhibition, % at 15 µM; 360,000 tested, 0.67% active; AID 602261;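 active = compounds whose normalised, plate-corrected inhibition of enzyme fluorescence in the single-dose primary screen is 50% or more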;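 also: 0% = DMSO with enzyme and 100% = substrate without enzyme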
# Target sequence (P49327 whole entry, looked up, the tested form may be a part): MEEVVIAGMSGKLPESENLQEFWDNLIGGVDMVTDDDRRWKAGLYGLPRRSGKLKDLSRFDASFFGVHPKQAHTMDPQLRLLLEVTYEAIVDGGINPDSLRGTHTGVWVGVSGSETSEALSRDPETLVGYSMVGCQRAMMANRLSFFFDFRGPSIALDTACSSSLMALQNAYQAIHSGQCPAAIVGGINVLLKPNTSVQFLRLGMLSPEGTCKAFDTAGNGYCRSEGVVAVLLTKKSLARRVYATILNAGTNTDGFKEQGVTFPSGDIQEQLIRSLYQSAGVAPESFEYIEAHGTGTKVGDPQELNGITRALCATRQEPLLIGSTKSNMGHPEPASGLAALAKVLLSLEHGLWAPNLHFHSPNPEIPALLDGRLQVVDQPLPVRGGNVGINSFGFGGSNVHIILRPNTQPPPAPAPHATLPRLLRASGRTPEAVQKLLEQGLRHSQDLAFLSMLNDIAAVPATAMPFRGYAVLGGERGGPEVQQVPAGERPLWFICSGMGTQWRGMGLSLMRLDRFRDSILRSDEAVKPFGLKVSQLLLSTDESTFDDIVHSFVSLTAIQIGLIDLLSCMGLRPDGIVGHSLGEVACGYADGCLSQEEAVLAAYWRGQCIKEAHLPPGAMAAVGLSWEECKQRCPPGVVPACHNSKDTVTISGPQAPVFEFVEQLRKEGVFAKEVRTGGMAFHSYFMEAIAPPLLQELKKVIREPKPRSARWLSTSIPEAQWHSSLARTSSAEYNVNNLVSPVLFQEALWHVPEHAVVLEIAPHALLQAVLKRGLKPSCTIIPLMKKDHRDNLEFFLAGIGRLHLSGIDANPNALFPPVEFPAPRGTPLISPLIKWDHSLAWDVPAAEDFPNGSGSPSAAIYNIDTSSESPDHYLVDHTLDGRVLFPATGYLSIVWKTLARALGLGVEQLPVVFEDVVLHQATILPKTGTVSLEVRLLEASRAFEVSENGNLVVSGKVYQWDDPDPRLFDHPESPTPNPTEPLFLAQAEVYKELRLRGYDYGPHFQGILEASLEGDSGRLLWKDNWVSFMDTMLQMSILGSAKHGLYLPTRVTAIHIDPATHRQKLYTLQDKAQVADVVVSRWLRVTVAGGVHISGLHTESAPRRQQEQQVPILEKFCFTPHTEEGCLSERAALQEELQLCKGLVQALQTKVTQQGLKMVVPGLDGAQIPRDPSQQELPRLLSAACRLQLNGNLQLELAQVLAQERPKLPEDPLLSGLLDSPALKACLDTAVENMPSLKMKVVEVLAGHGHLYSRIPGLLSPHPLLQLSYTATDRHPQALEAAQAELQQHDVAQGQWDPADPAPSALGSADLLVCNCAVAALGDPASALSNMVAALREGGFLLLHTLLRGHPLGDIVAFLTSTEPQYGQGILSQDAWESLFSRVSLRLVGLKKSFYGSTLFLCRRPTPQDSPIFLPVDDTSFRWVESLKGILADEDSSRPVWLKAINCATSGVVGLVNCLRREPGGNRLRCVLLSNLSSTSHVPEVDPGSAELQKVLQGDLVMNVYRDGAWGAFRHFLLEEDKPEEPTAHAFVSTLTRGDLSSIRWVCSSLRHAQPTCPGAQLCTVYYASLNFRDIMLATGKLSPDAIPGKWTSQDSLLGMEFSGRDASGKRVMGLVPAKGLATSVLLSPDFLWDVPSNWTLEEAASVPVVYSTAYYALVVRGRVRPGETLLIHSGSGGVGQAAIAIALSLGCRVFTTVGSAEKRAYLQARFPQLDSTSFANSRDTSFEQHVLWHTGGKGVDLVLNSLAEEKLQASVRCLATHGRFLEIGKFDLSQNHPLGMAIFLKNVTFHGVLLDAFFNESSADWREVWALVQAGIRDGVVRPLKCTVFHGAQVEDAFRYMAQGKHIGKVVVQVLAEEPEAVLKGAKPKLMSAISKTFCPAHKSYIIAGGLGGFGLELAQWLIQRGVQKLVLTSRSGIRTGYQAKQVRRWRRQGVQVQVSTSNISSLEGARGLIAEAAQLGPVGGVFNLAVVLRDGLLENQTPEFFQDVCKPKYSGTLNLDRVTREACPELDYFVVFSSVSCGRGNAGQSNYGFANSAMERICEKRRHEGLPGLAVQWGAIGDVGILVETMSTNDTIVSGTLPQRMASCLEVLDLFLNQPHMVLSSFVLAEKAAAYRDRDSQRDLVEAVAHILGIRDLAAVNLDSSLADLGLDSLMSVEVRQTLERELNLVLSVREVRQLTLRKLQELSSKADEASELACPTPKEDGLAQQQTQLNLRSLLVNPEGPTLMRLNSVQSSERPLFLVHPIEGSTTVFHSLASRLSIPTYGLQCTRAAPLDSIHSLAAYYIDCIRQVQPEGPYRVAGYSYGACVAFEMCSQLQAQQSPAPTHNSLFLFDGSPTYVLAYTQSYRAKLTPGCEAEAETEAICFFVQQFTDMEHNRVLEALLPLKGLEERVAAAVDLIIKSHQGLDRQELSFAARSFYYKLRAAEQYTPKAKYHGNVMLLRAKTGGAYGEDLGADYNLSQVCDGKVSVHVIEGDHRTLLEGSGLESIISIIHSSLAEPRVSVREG
# SKN-1 inh: blocks SKN-1 activity in C. elegans; C. elegans VP596 Pgst-4::GFP/RFP ratio, acrylamide-induced, 24 h; inhibition, % at 21.8 µM; 360,000 tested, 0.49% active; AID 624304;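 active = interference check ratio from 0.5 to 1.5 plus GFP to RFP signal ratio inhibition reaching or exceeding a fixed threshold, cut at about 30% in these data, passing the limit was not always enough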; also: some compounds called inactive have numbers as strong as hits
# Neddyl block: cullin neddylation inhibition; P61081+Q13564; TR-FRET cullin neddylation, biochemical; calls only at 25 µM; 360,000 tested, 0.58% active; AID 651699; in the data active = inhibition above about 36%
# NRP1-CendR mod: modulators of CendR peptide binding to human neuropilin-1; FAM-RPARPAR peptide binding to NRP-1, fluorescence polarization; O14786; 360,000 tested, 0.85% active; inhibition, % at 25 µM;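 active = inhibition or corrected inhibition above about 18%, plus a signal ratio from 0.5 to 1.5, limit read from the data, passing the limit was not always enough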; also: strong numbers were not always called active
# MT1-MMP act inh: inhibitors of human MT1-MMP activation; P50281; HT1080 RFP-PRO-GFP cells, GFP/RFP ratio fluorescence, overnight; percent of plate control window, DMSO zero; GFP/RFP ratio change, % at 20 µM; 360,000 tested, 0.061% active; AID 651647;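 active = GFP/RFP ratio change of at least 30% with cell ATP level not reduced by more than half and red fluorescence within 50% of control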; also: strong numbers were not always called active
#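 Read-out: GFP/RFP fluorescence ratio; Test system: RFP-PRO-GFP reporter HT1080 cells; Compound dosing: single-point 20 µM compound, 1% DMSO; Times: overnight compound exposure at 37 °C.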
# MsrA act: bovine methionine sulfoxide reductase A activation | purified bovine MsrA, absorbance read-out | 360,000 tested, 0.3% active | AID 602163 | activation, % at 10.6 µM; in the data active = activation above about 7.5%;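 also: 0% = vehicle and 100% = reference activator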
# Rin1 Abl inh: human Rin1-Abl interaction inhibition. P00519+Q13671. TR-FRET Rin1/Abl binding, biochemical. inhibition, % at 7.35 µM. 360,000 tested, 0.4% active; in the data active = inhibition above about 5%, passing the limit was not always enough
# MsrA inhibitor: bovine MsrA inhibition. purified bovine MsrA, absorbance read-out. 360,000 tested, 0.75% active. AID 651718. inhibition, % at 15.5 µM; in the data active = inhibition above about 4.5%;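 also: 0% = vehicle wells with enzyme and 100% = reference inhibitor wells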
# Starred values were filed as active, the others as inactive; i = inactive; nt = not tested or not shown. Rows were taken by chance; about 4.2% have a hit in one of these screens.
Structure	eLon inh	FAS-TE inh	SKN-1 inh	Neddyl block	NRP1-CendR mod	MT1-MMP act inh	MsrA act	Rin1 Abl inh	MsrA inhibitor
O=C(O)c1ccc(NCc2cccc(Br)c2)cc1	-12	-8	-4	i	-9	1	-3	-2	0.2
CSc1nnc2c3c4c(sc3c(=O)n(-c3ccccc3)n12)CC(C)(C)OC4	-11	-3	-12	i	0	-3	24*	2	1.2
O=C(Cn1cnc2c(nnn2Cc2ccccc2)c1=O)NCc1ccccc1Cl	-8	-4	-3	i	3	10	-3	-2	-0.3
Cc1cc(C)cc(NC(=O)NC(C)C2CCCO2)c1 (configuration not stated)	1	-12	7	i	-7	2	-12	4	-1.7
COc1ccc(C(C#N)=C2C=C(Cl)C(=NO)C=C2Cl)cc1	-4	-151	2	i	-12	-8	1	-2	0.3
C=CCn1nc(-c2ccccc2)cc1C(=O)OCC	-9	-6	-2	i	28*	2	1	0	-1.1
CC(=O)Nc1ccc(C(=O)OCc2ccc(Br)cc2)cc1	3	18	0	i	6	5	-8	-2	-0.3
COc1ccc(N2CCN(C(=O)CN3C(=O)NC(C)(c4ccc5ccccc5c4)C3=O)CC2)cc1 (configuration not stated)	1	6	-5	i	-1	4	0	-3	0.7
COc1ccc(N2C(=O)CC(N3CCN(S(=O)(=O)c4c(C)cc(C)cc4C)CC3)C2=O)cc1 (configuration not stated)	2	8	-11	i	6	5	-2	2	-0.1
CN(C)CCOC(=O)C12CC3CC(CC(C3)C1)C2	3	-4	15	i	-9	4	-3	-4	-0.1
O=S(=O)(Nc1cc(S(=O)(=O)N2CCOCC2)ccc1NCC1CCCO1)c1ccccc1 (configuration not stated)	-22	-4	-7	i	13	-4	-3	1	-0.3
CC(C)(C)c1ccc(C(=O)N2CCN(C(=O)c3ccco3)CC2)cc1	7	-5	-15	i	2	-2	-3	-2	1.8
COC(=O)C1=C(C)NC(C)=C(C(=O)OC)C1c1ccc(NC(C)=O)cc1	-18	-7	4	i	2	6	-2	0	1.3
O=C(CCCc1ccccc1)Nc1cccc2c1CCCC2	-5	6	-10	i	3	2	-4	0	0.3
Cc1cccc(Cn2cnc3c(N)c(C)c(C)cc32)c1	-5	-2	-3	i	-10	0	-5	1	1.8
CCCn1c(N)c(N(CCOC)C(=O)c2ccc([N+](=O)[O-])cc2Cl)c(=O)[nH]c1=O	-1	-4	1	i	4	2	-2	2	-0.3
COC(=O)C1=CN(c2cccc(C)c2)C=C(C(=O)OC)C1c1cc(OC)c(O)c([N+](=O)[O-])c1	-4	14	-7	i	-4	23	-4	-5	-1.4
CCOC(=O)Nc1ccc2c(c1)N(C(=O)CCN(C)C)c1ccccc1CC2	4	-5	10	i	2	-4	-11	2	-1.4
CCOc1ccccc1C(=O)N(C)CC(=O)Nc1ccc(OC)cc1	8	-3	-4	i	2	-1	-5	0	0.8
CN(C)c1cccc(C(=O)NC2CCCCCC2)c1	2	6	15	i	5	1	0	0	-0.4
CC(=O)NC1=NN(C(C)=O)C(C)(CS(=O)(=O)c2ccc(C)c(C)c2)S1 (configuration not stated)	-5	-2	8	i	-4	5	-4	0	-1.1
COc1ccccc1C/C(N)=N/OC(=O)/C=C/c1ccccc1	-3	-2	5	i	-5	0	1	0	1.5
Cc1ccc(-c2nnn(CC(=O)N(CCN3CCOCC3)C(C(=O)NC(C)(C)C)c3ccc(C)o3)n2)cc1 (configuration not stated)	-8	-3	-5	i	-22	-2	-1	0	0.1
COC(=O)COn1c(SC(C)C)nc2ccccc2c1=O	3	-3	10	i	-15	6	-2	1	-0.2
CCOc1ncccc1C(=O)OCc1nnc(-c2ccccc2)o1	-3	1	-7	i	4	-4	-8	-2	-0.8

# Two records drawn at random from those above, as already listed:
Structure	eLon inh	FAS-TE inh	SKN-1 inh	Neddyl block	NRP1-CendR mod	MT1-MMP act inh	MsrA act	Rin1 Abl inh	MsrA inhibitor
O=C(Cn1cnc2c(nnn2Cc2ccccc2)c1=O)NCc1ccccc1Cl	-8	-4	-3	i	3	10	-3	-2	-0.3
CCOC(=O)Nc1ccc2c(c1)N(C(=O)CCN(C)C)c1ccccc1CC2	4	-5	10	i	2	-4	-11	2	-1.4

# Continuation.
Structure	eLon inh	FAS-TE inh	SKN-1 inh	Neddyl block	NRP1-CendR mod	MT1-MMP act inh	MsrA act	Rin1 Abl inh	MsrA inhibitor
COc1ccc(S(=O)(=O)N2CCCC2C(=O)Nc2ccc(C(C)=O)cc2)cc1 (configuration not stated)	-8	-2	18	i	-7	-1	-2	-1	-0.4
Cc1ccccc1NC(=O)NCCc1nc2ccccc2[nH]1	-10	-4	24	i	4	4	-3	-6	-1.3
CCCCn1c(SCC(=O)NCc2ccco2)nnc1-c1ccco1	-2	-5	98	i	-3	-1	-9	1	-0.3
CC1CN(C(=O)c2ccc(N3CCCCC3)c([N+](=O)[O-])c2)CC(C)O1 (configuration not stated)	-8	-9	2	i	-7	5	-4	0	-0.1
Cc1csc2ncc(C(=O)Nc3cccc(C(F)(F)F)c3)c(=O)n12	10	11	17	i	-4	5	-1	-4	0.1
Cc1cc(C)n2nc(C(=O)NCc3cccc(C(F)(F)F)c3)nc2n1	1	0	-10	i	-4	nt	0	0	-0.5
COc1cc(S(=O)(=O)NC2CCCCC2C)ccc1F (configuration not stated)	8	3	-2	i	7	2	-2	4	0.2
Cc1cccc(C(=O)NCC(=O)OCC(=O)N(C)CC(=O)Nc2ccc(F)cc2)c1	-11	-8	19	i	-7	-3	-3	-2	-0.1
O=C(N/N=C/c1cccnc1)c1ccccc1OCc1cccc(Br)c1	5	4	13	i	-12	-7	-3	0	0.2
COc1ccccc1N(CC(=O)Nc1c(C)cccc1C)S(C)(=O)=O	-10	-8	12	i	-2	8	0	2	0.1
CCc1ccccc1NC(=S)N(CCCN(C)C)Cc1cc2cc3c(cc2[nH]c1=O)OCO3	3	-5	-3	i	7	-5	-2	-1	3.2
Cc1ccc(NC(=O)CN2C(=O)C3CCCCN3C(=O)c3ccccc32)cc1 (configuration not stated)	-3	-5	7	i	-1	4	2	1	0.3
CNc1nc(-c2ccc([N+](=O)[O-])cc2)cs1	-4	2	17	i	-2	10	-3	-5	0.9
O=C(CC(=O)Nc1ccc(F)cc1)Nc1ccc(F)cc1	8	-3	18	i	4	-3	-2	0	-0.9
COc1ccc(CNc2nc3ccccc3s2)cc1OC	-7	1	-15	i	-1	2	-2	-5	-0.6
CCOC(=O)CN1CC23C=CC(O2)C(C(=O)Nc2ccc(F)cc2)C3C1=O (configuration not stated)	3	-1	25	i	-3	2	-2	2	1.0
Cc1ccc2nc(/C(C#N)=C/c3ccc(-c4ccccc4C(=O)O)o3)[nH]c2c1	i	-9	20	i	69	-130	-2	-4	0.6
CCc1ccccc1N(CC(=O)OC)S(C)(=O)=O	0	-5	2	i	10	5	-3	-3	-0.4
CC1(C)CC(=O)c2ccc(O)cc2O1	6	-6	4	i	8	6	-2	3	2.7
Cc1csc(NC(=O)C2CCCCC2)n1	-8	-5	7	i	2	2	5	-3	nt
CSCC[C@@H](CO)NC(=O)[C@H]1O[C@@H](n2ccc(=O)[nH]c2=O)[C@H](O)[C@@H]1O	-4	-10	6	i	12	3	-2	2	1.8
CC(C)CCNC(=O)C1CCN(c2nc3ccccc3o2)CC1	1	-8	5	i	-8	6	-7	2	1.2
CN(C)c1ccc(CC(=O)N2CCCCC2c2cc(C(=O)Nc3ccccc3Cl)no2)cc1 (configuration not stated)	1	19	12	i	-7	-7	-1	-1	-0.1
CC(=O)Nc1ccc(S(=O)(=O)N2CCC(C(=O)N[C@@H](C)C(=O)NC3CCCC3)CC2)cc1	-10	-4	19	i	3	-3	-1	3	-1.0
Cc1nnsc1-c1nnc(SCC(=O)c2ccccc2)n1C1CC1	3	-2	-5	i	2	2	-3	0	-0.3

# 3 of the compounds above, with two lines to a compound:
# Each structure is followed by: eLon inh | FAS-TE inh | SKN-1 inh | Neddyl block | NRP1-CendR mod | MT1-MMP act inh | MsrA act | Rin1 Abl inh | MsrA inhibitor
- O=C(O)c1ccc(NCc2cccc(Br)c2)cc1
→ -12 | -8 | -4 | i | -9 | 1 | -3 | -2 | 0.2
- CSc1nnc2c3c4c(sc3c(=O)n(-c3ccccc3)n12)CC(C)(C)OC4
→ -11 | -3 | -12 | i | 0 | -3 | 24* | 2 | 1.2
- O=C(Cn1cnc2c(nnn2Cc2ccccc2)c1=O)NCc1ccccc1Cl
→ -8 | -4 | -3 | i | 3 | 10 | -3 | -2 | -0.3

# (list continues)
Structure	eLon inh	FAS-TE inh	SKN-1 inh	Neddyl block	NRP1-CendR mod	MT1-MMP act inh	MsrA act	Rin1 Abl inh	MsrA inhibitor
Cc1ccc(-c2nnn(CC(=O)NC3CC4CCC3C4)n2)cc1 (configuration not stated)	-2	2	-14	i	-7	8	-4	-1	-1.3
COc1cc2c(cc1OC)C1=C(C#N)CC/C(=N\S(=O)(=O)c3ccccc3)N1CC2	-8	12	9	i	-3	0	0	-2	1.7
CC(C)NC(=O)N(C)C[C@H]1Oc2c(NC(=O)Nc3ccc4c(c3)OCO4)cccc2C(=O)N([C@H](C)CO)C[C@@H]1C	-5	35	-12	i	-11	0	-2	-1	0.7
COc1ccc(CN(CC(=O)NC2CCCCC2)C(=O)CCCC(=O)Nc2ccccn2)cc1	-1	-5	14	i	9	1	-6	4	-0.2
CC(C)C[C@H](NC(=O)OC(C)(C)C)c1nnc(SCc2cccc(F)c2)o1	2	16	-30	i	44*	-12	-5	5	-0.7
COc1cccc(C2SCC(=O)N2c2cccc(C)c2)c1OC (configuration not stated)	5	-5	3	i	9	-2	2	4	-0.3
CC1OC(=O)c2cc3ccccc3nc21 (configuration not stated)	0	-6	26	i	4	0	-2	0	1.0
CCCN(CCC)Cc1cc(=O)oc2cc(C)ccc12	5	12	5	i	7	2	-2	1	-0.1
COc1ccc(F)cc1C(=O)C1CCCN(Cc2cn(C)c3ccccc23)C1 (configuration not stated)	-6	-1	5	i	9	-4	-8	9.9*	1.2
S=C(NCCc1ccccc1)N1CCC2CC1c1cc(-c3ccc4c(c3)OCO4)ccc12 (configuration not stated)	-4	30	3	i	1	6	-5	2	-1.0
CCN(CC)C1CCN(C(=O)c2ccc(OC3CCN(Cc4ccccn4)CC3)cc2)C1 (configuration not stated)	4	-6	7	i	4	1	-9	5	-0.5
COc1ccc(N2CCN(C(=O)c3ccc(C)cc3)CC2)c([N+](=O)[O-])c1	5	0	7	i	19	4	-8	-2	1.3
COCCN(C)Cc1cn(-c2ccc(F)cc2F)nc1-c1ccccc1C	-10	-2	0	i	14	-7	-12	6	-0.7
COc1ccc(NS(=O)(=O)c2cccc(C(=O)NCC(c3ccccc3OC)N3CCCC3)c2)cc1 (configuration not stated)	-19	-5	0	i	-17	1	0	4	0.7
COC(=O)c1ccccc1NC(=O)CSc1nccc(C)n1	-5	2	-2	i	-5	10	0	6	2.7
O=C1NC[C@H](Cc2ccccc2)N(C[C@@H]2CCCN2C[C@H](Cc2ccc(O)cc2)N2C[C@H](Cc3ccccc3)N(CCc3ccccc3)C(=O)C2=O)C1=O	-15	1	3	i	0	-5	-3	nt	-1.1
Cc1cccc(Nc2nc(N)c([N+](=O)[O-])c(N3CCN(C)CC3)n2)c1	-6	-10	3	i	13	-1	-7	-4	2.4
Cc1onc(-c2c(F)cccc2Cl)c1C(=O)OCn1nnc2ccccc2c1=O	-4	13	1	i	1	-11	-3	2	0.6
C[C@@H]1CN([C@H](C)CO)C(=O)CCCn2nncc2CO[C@H]1CN(C)C	-5	-4	-1	i	4	1	0	1	-0.5
CN(C)S(=O)(=O)c1ccc(N2CCOCC2)c(C(=O)NCc2ccc3c(c2)OCO3)c1	-2	-1	1	i	0	-1	-7	4	-1.2
CC(C)c1ccc(C2NC(=O)c3ccccc3O2)cc1 (configuration not stated)	-6	2	4	i	1	1	-1	-1	-1.4
